Screens as filed in PubChem.
VLA-4 inh = inhibition in a human VLA-4 binding assay. inhibition, % (about 7 µM as worked out from the volumes in the protocol). P13612. AID 2557. VLA-4 expressing cells, ligand binding flow cytometry. 330,000 compounds, 0.2% hits; in the data active = inhibition above about 50%
PP1 counter = blocks human PP1-alpha phosphatase, a PP5 counter-screen. purified PP1alpha, OMFP fluorescence. inhibition, % at 6.7 µM. 320,000 compounds, 0.9% hits. AID 2235;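 active = inhibition above the mean inhibition of all tested compounds plus 3 SD, computed separately for each screening campaign, cut at about 15% in these data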
GASC-1 inh = blocks human GASC-1 demethylase activity; GST-JMJD2C(1-420) H3K9me3 demethylation, DELFIA europium; inhibition, % at 2.35 µM; 330,000 compounds, 0.069% hits; AID 2099;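 active = more than half of a compound's replicate wells show inhibition beyond 50%, single wells judged on their own value; inconclusive = some, but no more than half, of replicates pass 50% inhibition; inactive = no replicate passes 50% inhibition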;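 note: signal counts dimethyl H3K9 product captured on neutravidin plate; 0% = median of DMSO wells and 100% = 0.3 times that DMSO median; strong numbers were not always called active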
Target sequence (Q9H3R0 1-420 limits assumed): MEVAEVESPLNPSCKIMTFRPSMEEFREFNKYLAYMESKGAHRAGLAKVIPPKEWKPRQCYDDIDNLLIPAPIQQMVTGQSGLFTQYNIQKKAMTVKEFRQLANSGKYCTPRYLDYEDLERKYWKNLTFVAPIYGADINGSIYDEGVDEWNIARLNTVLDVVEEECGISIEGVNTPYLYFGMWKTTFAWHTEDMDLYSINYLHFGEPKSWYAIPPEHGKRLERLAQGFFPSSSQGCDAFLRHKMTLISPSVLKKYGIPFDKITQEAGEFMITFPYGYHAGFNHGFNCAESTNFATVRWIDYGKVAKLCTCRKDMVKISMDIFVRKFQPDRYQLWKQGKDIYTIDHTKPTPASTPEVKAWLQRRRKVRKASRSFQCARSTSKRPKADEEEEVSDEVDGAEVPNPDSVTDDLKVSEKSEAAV
HCV core dimer = blocks dimerization of HCV core protein; TR-FRET GST/Flag-core106 dimerization, 1536-well; 300,000 compounds, 0.33% hits; inhibition, % at 5 µM;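 active = inhibition above the mean of all tested compounds plus 3 SD, set per screening campaign, cut at about 45% in these data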
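Assay system: tagged HCV core106 pair (GST and Flag); medium: KF-containing HEPES buffer, pH 7.45, DTT, CHAPS, BSA; also added: Eu donor and XL665 acceptor anti-tag antibodies; dosing: 5 µM single dose; timing: compound-protein-antibody incubation 4 h at 22.5 °C; signal: TR-FRET 671 and 617 nm emission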
procasp7 counter = counter-screen: procaspase-7 (human) activation | AID 463210 | activation, % at 8.5 µM | 330,000 compounds, 0.093% hits | recombinant procaspase-7, Ac-DEVD-pNA absorbance 405 nm; D23A/D198A/D206A triple mutant, cannot self-cleave; scale: DMSO 0, 5 µM enzyme 100 | P55210;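 active = percent activation above the screen-wide mean plus 3 SD, cut at about 25% in these data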
Target sequence (P55210 whole entry D23A/D198A/D206A): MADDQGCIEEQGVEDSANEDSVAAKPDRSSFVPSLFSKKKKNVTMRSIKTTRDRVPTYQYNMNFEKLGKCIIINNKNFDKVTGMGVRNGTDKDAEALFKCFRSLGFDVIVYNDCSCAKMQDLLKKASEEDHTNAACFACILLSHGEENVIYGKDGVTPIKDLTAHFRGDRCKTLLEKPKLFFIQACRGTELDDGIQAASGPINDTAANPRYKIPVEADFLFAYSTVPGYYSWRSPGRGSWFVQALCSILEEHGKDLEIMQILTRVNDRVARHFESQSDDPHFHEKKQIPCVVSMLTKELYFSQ
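Detection: p-Nitroaniline absorbance at 405 nm, read at 0 and 120 min; system: Uncleavable procaspase-7 mutant enzyme; evaluation: % activation from two-timepoint absorbance difference, scaled to controls; times: 1 h enzyme–compound preincubation and 2 h substrate reaction, both 25 °C; buffer or medium: Zinc-free HEPES pH 7.4 with 300 mM NaCl, 0.01% Triton X-100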
GRK2 inh = inhibitors of human GRK2 displacing RNA aptamer | 330,000 compounds, 0.59% hits | inhibition of aptamer binding, % at 10 µM | bead flow cytometry, FAM-aptamer displacement from GRK2 | P25098;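 active = inhibition of aptamer binding above 40%, roughly 3 SD of noise, on plates passing a quality check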;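 note: median bead fluorescence of bound FAM aptamer so fluorescent compounds give negative values; no value below 0 was filed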
Fh CTSL1 inh = counter-screen for PFM18AAP inhibitors: inhibitors of F. hepatica cathepsin L1 | inhibition, % at 5.96 µM | 300,000 compounds, 0.49% hits | recombinant F. hepatica cathepsin L1, Z-Leu-Arg-MCA fluorescence;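 active = inhibition above the mean of all tested compounds plus 3 SD, set per screening campaign, cut at about 17% in these data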;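 note: 0% = plate median of test compound wells and 100% = 1 µM Z-Phe-Ala-diazomethylketone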
procasp3 activ = activates human procaspase-3; P42574; recombinant procaspase-3 D3A, Ac-DEVD-pNA absorbance 405 nm; activation, % at 8.5 µM; 330,000 compounds, 0.11% hits; AID 463141;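 active = activation above the mean of all tested compounds plus 3 SD, cut at about 21% in these data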;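 note: 0% = DMSO alone and 100% = DMSO wells spiked with extra 5 µM PC-3 D3A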
Target sequence (P42574 whole entry D9A/D28A/D175A): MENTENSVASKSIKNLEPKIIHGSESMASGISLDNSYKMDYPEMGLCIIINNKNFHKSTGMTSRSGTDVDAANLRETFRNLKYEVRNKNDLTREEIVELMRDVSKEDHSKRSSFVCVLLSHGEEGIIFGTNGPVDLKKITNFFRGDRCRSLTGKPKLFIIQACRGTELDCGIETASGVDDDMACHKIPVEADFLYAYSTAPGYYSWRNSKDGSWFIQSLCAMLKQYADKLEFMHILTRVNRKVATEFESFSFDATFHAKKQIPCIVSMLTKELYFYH
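assay system = Procaspase-3 D3A mutant | signal = absorbance at 405 nm, 0 and 120 min | times = 1 h preincubation plus 2 h reaction at 25 °C | repeats = single replicate | read-out = % activation between DMSO and enzyme-spiked controls | medium = Zinc-free HEPES saline buffer with Triton X-100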
PP5 primary = PP5 (human) phosphatase inhibition. purified PP5c, OMFP substrate fluorescence. 320,000 compounds, 0.18% hits. inhibition, % at 6.7 µM. P53041. AID 1987;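 active = inhibition above the campaign's mean inhibition across all tested compounds plus 3 SD, cut at about 9.5% in these data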;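 note: 0% = DMSO only and 100% = 100 µM cantharidin control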
* = called active by the depositor; ? = inconclusive; / = not tested or not shown; & = joins results of further samples. Rows were taken by chance; any-hit rate near 2.6%.

SMILES	VLA-4 inh	PP1 counter	GASC-1 inh	HCV core dimer	procasp7 counter	GRK2 inh	Fh CTSL1 inh	procasp3 activ	PP5 primary
Cc1nc(SC2C=CS(=O)(=O)C2)n[nH]1 (centres undefined)	6	-1	3	-10	2	0	1	6	1.0
Cc1cccc(N2CCC(N3CCN(C4CCCCC4)C(CCO)C3)CC2)c1C (centres undefined)	8	-3	6	-2	1	0	1	-1	1.3
COc1cccc(CNC(=O)C2CCCN(c3nc4ccccc4o3)C2)c1 (centres undefined)	-4	-2	-2	3	1	0	-5	-2	1.6
O=C(OCCN1CCOCC1)c1cccnc1	11&-9	-2&-3	-1&2	2&2	-6&6	0&1	-1&4	-5&-1	-2.5&-0.2
O=C(Nc1ccc(F)c(F)c1)c1ccc(F)c(S(=O)(=O)N2CCOCC2)c1	3	3	1	4	9	0	1	4	0.4
Cn1c2c(c(=O)n(C)c1=O)CN(Cc1ccc(F)cc1)CN2	-6	1	3	3	0	4	7	-2	-10
Cc1cc(NS(=O)(=O)c2ccc(NC(=O)c3ccco3)cc2)nc(C)n1	10	-3	18	-5	-18	3	0	2	0.8
O=C(CSc1nnc(CNC(=O)c2ccco2)o1)Nc1cccc(Cl)c1	1	-5	-1	-2	13	3	-3	-2	3.1
Cc1nn(CC(=O)NC2CCS(=O)(=O)C2)c(C)c1S(=O)(=O)N(C)C (centres undefined)	-4	-4	-1	/	-5	34	/	1	3.6
O=C(CN1CCN(c2cccc(C(F)(F)F)c2)CC1)N(C1CC1)C1CCS(=O)(=O)C1 (centres undefined)	18	-1	2	/	5	0	/	-6	1.8

One compound at a time (already shown):
Cc1cc(NS(=O)(=O)c2ccc(NC(=O)c3ccco3)cc2)nc(C)n1 reads VLA-4 inh: 10; PP1 counter: -3; GASC-1 inh: 18; HCV core dimer: -5; procasp7 counter: -18; GRK2 inh: 3; Fh CTSL1 inh: 0; procasp3 activ: 2; PP5 primary: 0.8
O=C(CN1CCN(c2cccc(C(F)(F)F)c2)CC1)N(C1CC1)C1CCS(=O)(=O)C1 (centres undefined) reads VLA-4 inh: 18; PP1 counter: -1; GASC-1 inh: 2; HCV core dimer: /; procasp7 counter: 5; GRK2 inh: 0; Fh CTSL1 inh: /; procasp3 activ: -6; PP5 primary: 1.8

Going on with the list.
SMILES	VLA-4 inh	PP1 counter	GASC-1 inh	HCV core dimer	procasp7 counter	GRK2 inh	Fh CTSL1 inh	procasp3 activ	PP5 primary
CCn1nccc1C(=O)Nc1ccc(Cl)c(Cl)c1	-1	-1	5	-5	-12	0	4	11	4.7
CC(=O)c1ccccc1NC(=O)c1ccc(N2CCCC2=O)cc1	0	-2	10	1	-1	0	2	-1	-0.6
S=C(NCCc1ccccn1)Nc1ccc(Cl)c(Cl)c1	-1	2	6	-8	-1	5	3	-6	1.0
Oc1ccc(C2=NNC(=NCc3ccc4c(c3)OCO4)SC2)c(O)c1	-19	-3	8	8	-6	5	1	6	-0.1
CCOC(=O)C1=C(C)NC(=S)NC1c1ccc(OCC(=O)N2CCCCC2)cc1 (centres undefined)	13	6	-3	-12	-2	2	3	-4	0.0
CCOc1cc(/C=C2\C(=N)N3N=C(S(=O)(=O)CC)SC3=NC2=O)ccc1OC(=O)c1ccco1	4	7	11	9	2	1	-1	1	-1.2
Cc1cc(NS(=O)(=O)c2ccc(NC(=O)N[C@H](C(=O)O)C(C)C)cc2)no1	16	1	7	-7	4	0	2	3	-0.1
CCC(=O)NC(NC(=S)Nc1ccccc1Br)C(Cl)(Cl)Cl (centres undefined)	1	0	-8	-3	-6	3	1	7	1.1
Cc1nc(SCC(=O)NCc2ccc3c(c2)OCO3)nc(C)c1C	-5	/	-1	/	3	4	/	9	/
COc1ccc(C(=O)Nc2c(N)nc(SCC(=O)Nc3ccc(C(C)=O)cc3)[nH]c2=O)cc1	1	-8	2	-7	4	2	-2	-3	1.3

A second format for part of the listing above:
Below each compound: VLA-4 inh | PP1 counter | GASC-1 inh | HCV core dimer | procasp7 counter | GRK2 inh | Fh CTSL1 inh | procasp3 activ | PP5 primary
S=C(NCCc1ccccn1)Nc1ccc(Cl)c(Cl)c1
→ -1 | 2 | 6 | -8 | -1 | 5 | 3 | -6 | 1.0
Oc1ccc(C2=NNC(=NCc3ccc4c(c3)OCO4)SC2)c(O)c1
→ -19 | -3 | 8 | 8 | -6 | 5 | 1 | 6 | -0.1

The listing continues.
SMILES	VLA-4 inh	PP1 counter	GASC-1 inh	HCV core dimer	procasp7 counter	GRK2 inh	Fh CTSL1 inh	procasp3 activ	PP5 primary
O=C1CCCc2oc3ccc(O)cc3c21	0	-2	47	-3	9	1	-1	-3	-0.2
S=C(NNc1ccc2ccccc2c1)NC1CCCCC1	12	1	2	0	-12	5	-4	1	3.4
CC(NCC(=O)Nc1ccccc1C(=O)NC1CC1)c1ccc(S(C)(=O)=O)cc1 (centres undefined)	4	-7	-1	/	4	0	/	0	0.7
COc1ccc(CNC(=O)Cc2ccc(OC)c(S(=O)(=O)N3CCOCC3)c2)cc1	5	-1	1	-1	-2	0	-3	0	-1.0
CCCCC(CC(C)O)c1n[nH]c(=S)n1-c1ccccc1 (centres undefined)	-10	-3	2	-1	-1	1	-2	-3	-0.7
COc1ccc(Cc2nnc(NC(=O)c3cccs3)s2)cc1	8	1	17	4	3	1	3	3	-4.0
COCCn1c(SCC(=O)c2c(N)n(C)c(=O)n(C)c2=O)nc2ccccc21	9	-8	-10	2	-1	0	-1	-8	-0.7
Cc1ccc(S(=O)(=O)Cn2nnnc2C(CC(C)C)N2CCN(c3ccccc3)CC2)cc1 (centres undefined)	12	-4	?	23	2	1	-3	4	5.4
CC1(C)S[C@@H]2C(C(=O)OCc3ccccc3)NC(=O)N2C1C(=O)OCc1ccccc1 (some centres undefined)	-14	4	-7	-10	12	0	0	-3	2.8
CC(CC(=O)O)CC(=O)Nc1ccc(S(N)(=O)=O)cc1 (centres undefined)	-1	-6	7	3	-5	0	-2	-1	-1.6
CCC12CC3CC(C1)CC(C(=O)O)(C3)C2	0	2	-3	1	0	3	-3	5	-1.4
O=C(Nc1ccc(Cl)cc1F)c1cc(S(=O)(=O)N2CCCCC2)ccc1F	1	-4	-1	7	0	4	4	11	1.3
CCc1ccc2nc(SCC(=O)N3CC(=O)Nc4ccccc43)c(C#N)cc2c1	-1	-1	-12	14	-1	4	-1	-4	6.0
Cc1ccccc1CC1(CO)CCCN(C(=O)CCN2CCCO2)C1 (centres undefined)	0	-3	2	-1	-1	0	0	9	1.1
Cc1cccc(N2CCN(S(=O)(=O)c3ccc4c(c3)CC(C)N4C(=O)C3CC3)CC2)c1C (centres undefined)	0	2	-2	17	-7	0	-1	1	2.8
COc1cc(/C=C/C(=O)OCC(=O)Nc2ccccc2Cl)cc(OC)c1OC	4	-8	-18	11	-5	0	-7	5	1.4
COc1ccc(Oc2nccc(-c3ccc(F)cc3)c2C#N)cc1	23	1	0	8	13	0	-3	9	1.7
COc1ccc(NC(=S)NC(C)Cc2cccs2)cc1 (centres undefined)	-1	-2	-5	-10	5	7	-1	-2	1.6
CCCCCCNC(=O)c1ncn[nH]1	-4	-6	-3	0	11	0	-1	2	2.1
O=C1N[C@@H](Cc2ccccc2)C(=O)N2[C@H]3Nc4ccccc4[C@@]3([C@]34C[C@H]5C(=O)N[C@@H](Cc6ccccc6)C(=O)N5[C@H]3Nc3ccccc34)C[C@@H]12	9	5	0	33	15	2	0	1	3.0
O=C1CC(N2CCN(Cc3ccc4c(c3)OCO4)CC2)C(=O)N1c1cccc(Cl)c1 (centres undefined)	14	-2	2	1	1	3	1	0	1.6
NC(=O)c1ccc(NC(=O)COC(=O)c2ccc(Br)o2)cc1	7	-3	-7	/	5	0	/	-2	-0.3
Cc1c(C(=O)N2CCCC2)sc(NC(=O)c2ccccc2)c1C#N	-1	-7	10	-5	-7	1	0	-5	2.1
Cc1ccc(C(=O)NC(=S)NNC(=O)c2ccccc2O)cc1	13	-1	2	5	-19	0	-4	-12	0.4
Cc1ccc(S(=O)(=O)N2CC(=NO)C2)cc1	4	-1	-3	-3	-2	0	-2	-3	0.0
CCOc1ccccc1NC(=O)CSc1nnc2ccc(-c3cccnc3)nn12	4	-3	0	-3	2	0	6	-2	-0.6
O=C(NCCOC(=O)C1COc2ccccc2O1)c1cccnc1 (centres undefined)	8	0	-3	-1	4	4	0	-7	2.2
O=C(COc1ccc(Cl)cc1Cl)N/N=C/c1ccc[nH]1	4	-1	1	-6	0	4	1	0	3.9
COc1ccc(OC)c(-c2nnc3n2N=C(c2ccc(OC)c(OCC4CC4)c2)CS3)c1	10	/	/	/	13	0	/	-6	/
CCCNc1ccc(S(=O)(=O)N(CC)CC)cn1	4	6	11	-6	7	0	-4	-10	3.3
Cc1nc(C)n(CC(=O)N2CCCC(C(=O)c3cccc4ccccc34)C2)n1 (centres undefined)	6	-1	-1	-1	2	0	3	-9	0.2
Cn1nc(C(=O)OCc2ccc(Br)cc2F)c2ccccc2c1=O	11	1	-7	4	8	4	1	6	-0.9
Cc1ccccc1C1CCCN(Cc2nc(C3CC3)no2)C1 (centres undefined)	14	-5	-2	4	8	0	2	2	2.8
C[C@@H]1CN([C@@H](C)CO)C(=O)Cc2cc(NC(=O)Nc3cccc4ccccc34)ccc2O[C@@H]1CN(C)Cc1ccc(C(F)(F)F)cc1	20	/	17	/	8	0	/	9	/
CCC(CO)n1c(=S)[nH]c2cc(OC)c(OC)cc2c1=O (centres undefined)	-2	2	-9	-1	-11	3	9	-5	1.1
C/C(=N/NC(=O)c1nnn(-c2nonc2N)c1COc1ccccc1)c1ccc(O)cc1	-117	-3	-11	-3	-6	19	1	1	3.9
Cc1ccc(NC(=O)c2nc(C)n(-c3ccc([N+](=O)[O-])cc3)n2)cc1	1	0	-12	4	2	0	0	3	-0.5
O=C(OCC#CCSc1nnc(-c2cccc3ccccc23)o1)c1ccc(Br)cc1	-3	/	/	/	3	1	/	-2	/
CC(=O)Nc1ccc(NC(=O)C(C)OC(=O)CCSc2ccccc2Cl)cc1 (centres undefined)	22	/	1	/	14	10	/	-2	/
CN(CC(=O)Nc1ccncc1)S(=O)(=O)c1ccc(Cl)cc1	1	-1	1	-1	3	0	1	0	-1.1
Cc1ccc(S(=O)(=O)N2CCOCC2)cc1NC(=O)CNCc1ccc(Cl)cc1Cl	7	/	5	/	11	0	/	5	/
CCC(C)N(C(=O)CSc1nc2ccc(OC)cc2[nH]1)C1CCS(=O)(=O)C1 (centres undefined)	0	-4	-35	2	1	0	4	-6	0.1
CC(=O)C1=C(O)C(=O)N(c2ccc(Br)cn2)C1c1cccc([N+](=O)[O-])c1 (centres undefined)	3	5	8	5	8	14	-5	5	0.9
Cc1ccc(NC(=O)CN2CCN(CCN=CC3=C(O)CC(c4ccccc4)CC3=O)CC2)cc1 (centres undefined)	5	-3	5	-5	-4	0	-3	-1	1.6
Cc1ccc(C)n1-c1ccc(C(=O)N2CCOCC2)cc1	6	2	-5	8	-3	1	-3	-1	3.6
Cc1ccccc1C(=O)Nn1c(C)ccc1C	2	-3	-7	-2	4	0	-2	3	0.9
